Screening results from PubChem.
PAX8 reporter = inhibitors of PAX8-driven TPO luciferase reporter, primary screen, RMG-I cells, single concentration. SteadyGlo, 24 h. inhibition, % at 12.6 µM. 1.2% of 360,000 active. AID 652154, 2013;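 active = mean replicate inhibition at least 60% with every replicate also reaching 60%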;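 also: luciferase light reporting Pax8 driven TPO promoter activity; plate controls were median of neutral control wells for no effect and mitoxantrone controls for full effect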
PGC1a acetyl inh = inhibitors of PGC1a acetylation signal, primary screen, cell-based, U2OS, AlphaScreen, inhibitor mode; AlphaScreen anti-acetyl-lysine; with virally co-expressed GCN5 acetyltransferase; inhibition, % at 15.6 µM; 0.17% of 350,000 active; AID 651687, 2012;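 active = every replicate shows inhibition of at least 40%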;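 also: 0% = neutral control wells and 100% = positive control wells; some results beyond the cut were filed as inactive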
FN deposit inh = inhibitors of fibronectin matrix deposition, primary screen, AH1F cells, Alexa488-fibronectin fluorescence, plate reader. inhibition, % at 12.6 µM. AH1F fibroblasts, overnight. 0.086% of 350,000 active;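 active = mean inhibition across replicates of 30% or more, regardless of how many single replicates reach that level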;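 also: positive control wells lacked labelled fibronectin entirely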
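Material – AH1F fibroblast monolayer, labelled fibronectin deposition · Reagent – labelled fibronectin 24 nM · Timing – 1 h adhesion, overnight exposure · Measured by – fluorescence at 485 nm excitation, 525 nm emission · Read-out – inhibition of fibronectin deposition signal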
PglD inh = C. jejuni PglD acetyltransferase inhibitors, primary screen, biochemical, DTNB colorimetric, single point. purified PglD enzyme, DTNB colorimetric CoA detection. inhibition, % at 12.5 µM. 0.098% of 360,000 active; in the data active = inhibition above about 16%, passing the limit was not always enough; also: strong numbers were not always called active
EWS-Fli inh = EWS/Fli-driven NR0B1 reporter inhibitors, primary screen, A673 cells, NR0B1 luciferase, luminescence, MLPCN library; inhibition, % at 12.6 µM; 0.67% of 350,000 active; viability-normalised;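 active = mean inhibition of at least 50% after viability correction, with every replicate also passing that limit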;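 also: firefly luciferase signal divided by Alamar Blue viability fluorescence both relative to DMSO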
ERAP1 HTS inh = human ERAP1 aminopeptidase inhibitors, primary screen, biochemical, single point, plate reader; 0.15% of 340,000 active; AID 652197, 2013; Endoplasmic reticulum aminopeptidase 1 (Homo sapiens), Q9NZ08; inhibition, % at 10.7 µM; recombinant ERAP1, Leu-AMC fluorescence, 60 min;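 active = mean replicate inhibition of at least 30%, or all replicates individually reaching that 30% level; inactive = mean below 30% and not every replicate reaching it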;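 also: 0% = neutral control wells and 100% = L-leucinethiol positive control wells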
Target sequence (Q9NZ08 whole entry, looked up): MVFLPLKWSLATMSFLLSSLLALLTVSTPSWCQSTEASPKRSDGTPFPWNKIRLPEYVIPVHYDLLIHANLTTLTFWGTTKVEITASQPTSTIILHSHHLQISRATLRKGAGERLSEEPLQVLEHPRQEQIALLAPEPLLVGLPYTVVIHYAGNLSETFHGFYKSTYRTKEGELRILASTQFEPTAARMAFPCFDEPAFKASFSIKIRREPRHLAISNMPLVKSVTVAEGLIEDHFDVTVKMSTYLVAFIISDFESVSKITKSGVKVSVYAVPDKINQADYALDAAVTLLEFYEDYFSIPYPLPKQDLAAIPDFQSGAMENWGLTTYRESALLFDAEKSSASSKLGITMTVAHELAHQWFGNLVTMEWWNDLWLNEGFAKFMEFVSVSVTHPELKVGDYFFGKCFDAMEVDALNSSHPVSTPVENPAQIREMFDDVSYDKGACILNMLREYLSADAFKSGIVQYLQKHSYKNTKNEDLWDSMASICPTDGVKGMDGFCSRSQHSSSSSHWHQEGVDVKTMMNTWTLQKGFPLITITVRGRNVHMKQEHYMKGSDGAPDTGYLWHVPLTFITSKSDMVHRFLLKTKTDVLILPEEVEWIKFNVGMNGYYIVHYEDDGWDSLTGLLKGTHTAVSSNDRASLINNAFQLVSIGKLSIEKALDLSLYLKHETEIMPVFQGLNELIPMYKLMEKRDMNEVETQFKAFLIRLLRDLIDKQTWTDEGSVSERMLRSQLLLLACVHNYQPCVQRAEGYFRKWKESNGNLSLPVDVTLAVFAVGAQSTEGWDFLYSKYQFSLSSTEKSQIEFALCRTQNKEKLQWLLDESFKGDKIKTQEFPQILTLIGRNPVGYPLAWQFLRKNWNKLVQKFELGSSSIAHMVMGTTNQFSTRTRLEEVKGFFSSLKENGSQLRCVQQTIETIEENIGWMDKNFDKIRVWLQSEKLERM
S100A4 inh HTS = inhibitors of S100A4-myosin IIA peptide binding, primary screen, biochemical, fluorescence polarization, TAMRA-MyoIIA peptide; inhibition, % at 10.7 µM; 0.14% of 360,000 active; Protein S100-A4 (Homo sapiens), P26447;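 active = mean inhibition of at least 70% across replicates, with every replicate also reaching that level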
Target sequence (P26447 whole entry, looked up): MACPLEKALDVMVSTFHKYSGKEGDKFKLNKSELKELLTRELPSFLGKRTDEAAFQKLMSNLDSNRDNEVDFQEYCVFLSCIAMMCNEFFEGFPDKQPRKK
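Material: S100A4 monomer (human). Medium: Calcium-containing HEPES buffer, pH 7.2. Probe or stimulus: labelled myosin peptide probe, 5 nM. Compound dosing: one concentration per compound. Timing: polarization read 5 min after assay mix addition, stable 5–60 min. Benchmarks: DMSO as neutral control, TFP as positive control.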
LGR2 antag = inhibitors of bursicon-induced LGR2 CRE-luciferase signal, primary screen, cell-based, HEK293, CRE-luciferase reporter, bursicon stimulation | bursicon-stimulated, 4 h | 0.35% of 380,000 active | inhibition, % at 9.99 µM;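 active = drop in luminescence signal, shown as inhibition above about 50% in the replicate tests, limit read from the data, passing the limit was not always enough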;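 also: agonist challenge used bursicon conditioned medium at about half maximal strength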
An asterisk follows results filed as active; · = no result given.

SMILES,PAX8 reporter,PGC1a acetyl inh,FN deposit inh,PglD inh,EWS-Fli inh,ERAP1 HTS inh,S100A4 inh HTS,LGR2 antag
CCCC12CN3CC(C)(CN(C1)C3c1ccc([N+](=O)[O-])o1)C2=O (centres undefined),-5,8,5,1,12,3,-10,-4
O=C(C[C@H]1CC[C@H]2[C@@H](COC[C@H](O)CN2C(=O)Nc2ccc(C(F)(F)F)cc2)O1)NCCc1ccncc1,6,-2,-16,2,-22,-1,2,9
CCCC#Cc1cnc2c(c1)C(=O)N([C@@H](C)CO)C[C@H](C)[C@@H](CN(C)C(=O)Nc1c(C)noc1C)O2,·,4,-3,2,-3,3,33,3
Cc1ccc(S(=O)(=O)Nc2ccc3c(c2)C(=O)N([C@H](C)CO)C[C@@H](C)[C@@H](CN(C)S(=O)(=O)c2ccc(C)cc2)O3)cc1,-1,3,·,6,6,3,-7,-9
CCn1c(SCc2nc(-c3ccc(OC)c(OC)c3)no2)nnc1-c1cccs1,·,-15,·,-2,-2,2,7,-9
COc1ccc(S(=O)(=O)N2CCC(C(=O)N[C@H](C(=O)N3CCCC3)C(C)C)CC2)cc1,3,-16,10,5,4,-1,-1,6
CSc1ccccc1NC(=O)CNCCCN1CCOCC1,13,-5,1,-1,10,-5,-4,0
CO[C@@H]1CC[C@@H]2CCN(C)C(=O)[C@H](C)[C@H](OC)CN(C)C(=O)c3cc(C#N)ccc3OC[C@@H]1O2,-7,-2,-3,-1,-1,0,-3,-15
CC(=O)Nc1ccc(SCC(=O)c2cc(C)n(-c3ccccc3)c2C)cc1,-101,0,3,·,·,·,·,9
Cc1ccc2nc(C(C)(C)C)c(Cc3ccccc3C(F)(F)F)n2c1,-3,-6,-7,-2,6,5,0,-18
C[C@H](CO)N1C[C@H](C)[C@@H](CN(C)CC2CC2)Oc2ccc(NC(=O)CCCN(C)C)cc2CC1=O,·,-1,·,-5,-4,2,0,6
CC1=C/C(=C(/c2ccc(O)c(C)c2)c2ccccc2S(=O)(=O)O)C=CC1=O,23,14,-12,-10,2,8,6,13
O=c1c(CN2CCN(c3cccc(Cl)c3)CC2)coc2c(Cl)cc(Cl)cc12,·,18,·,-1,-13,-2,0,11
Cc1cc(C)n2c(NC3CCCC3)c(-c3ccc(F)cc3)nc2n1,4,·,10,·,3,1,-17,10
CN(C(=O)c1cccc(NC(=O)Cc2ccc(NC(=O)C3CCCN(C(=O)CCc4ccccc4)C3)cc2)c1)C1CC1 (centres undefined),24,-1,3,-3,10,10,1,-3
CCCN1C[C@@H](C)[C@H](OC)CN(C)C(=O)c2cc(NC(=O)NC3CCCCC3)ccc2OC[C@@H]1C,-18,·,-3,-1,7,-1,-1,-22
OCCOc1ccc(CN2CCCC(N3CCN(c4ccc(F)cc4)CC3)C2)cc1 (centres undefined),15,-1,2,9,4,-1,0,6
O=C(C1CCCC1)N1C[C@H]2[C@@H](c3ccccc31)[C@H](CO)N2C(=O)c1ccccc1,-2,-14,-1,3,1,0,2,-1
C=CCSc1nnc(-c2ccc([N+](=O)[O-])cc2)o1,-80,-3,-1,14,-55,-5,-4,-55
COc1ccc(CCNC(=O)c2cc(-c3ccncc3)nc3c(Cl)cccc23)cc1OC,22,-3,·,·,11,0,-2,5
C/C(CC(=O)Nc1ccc2c(c1)OCO2)=N\NC(=O)c1ccc(N)cc1,-5,2,0,0,-8,·,1,·
O=C(NCc1ccccn1)Nc1ccc(F)cc1F,-23,5,0,2,-12,1,1,5
Cc1ccc(-c2cnc3c(c2)C(=O)N([C@H](C)CO)C[C@H](C)[C@@H](CN(C)C(=O)c2ccncc2)O3)cc1,24,8,1,3,-2,2,7,-20
COc1cc(CNCc2ccccn2)ccc1OCc1c(Cl)cccc1Cl,·,7,·,1,24,-1,0,-3
C[C@@H]1CN([C@H](C)CO)C(=O)c2cc(NC(=O)Nc3cccc4ccccc34)ccc2O[C@@H](C)CCCCO[C@H]1CN(C)C(=O)C1CCCCC1,16,13,·,0,11,-3,-24,11
CCCN(CC(=O)Nc1ccc(C(N)=O)cc1)CC(=O)Nc1ccc(F)c(F)c1F,-15,-2,-7,0,14,-3,0,-11
Cc1ccc(CNC(=O)c2sc3nc4c(c(C(F)(F)F)c3c2N)CCC4)cc1,·,-1,-3,-2,·,·,·,-19
Cc1ccc(C(=O)NCCc2csc(-c3cccnc3)n2)cc1,-27,2,13,-1,-29,7,7,-16
Cc1cc(Br)ccc1NC(=O)CN(C)C(=O)C1=COCCO1,-4,4,11,·,-4,0,-5,-10
COc1ccc(CN(C)C(=O)c2cnc(OC)cc2C(F)(F)F)c(OC)c1,9,·,-5,-5,3,3,1,-13

Given with each value named: part of the list above.
compound: Cc1ccc2nc(C(C)(C)C)c(Cc3ccccc3C(F)(F)F)n2c1
  PAX8 reporter = -3
  PGC1a acetyl inh = -6
  FN deposit inh = -7
  PglD inh = -2
  EWS-Fli inh = 6
  ERAP1 HTS inh = 5
  S100A4 inh HTS = 0
  LGR2 antag = -18
compound: CN(C(=O)c1cccc(NC(=O)Cc2ccc(NC(=O)C3CCCN(C(=O)CCc4ccccc4)C3)cc2)c1)C1CC1 (centres undefined)
  PAX8 reporter = 24
  PGC1a acetyl inh = -1
  FN deposit inh = 3
  PglD inh = -3
  EWS-Fli inh = 10
  ERAP1 HTS inh = 10
  S100A4 inh HTS = 1
  LGR2 antag = -3
compound: OCCOc1ccc(CN2CCCC(N3CCN(c4ccc(F)cc4)CC3)C2)cc1 (centres undefined)
  PAX8 reporter = 15
  PGC1a acetyl inh = -1
  FN deposit inh = 2
  PglD inh = 9
  EWS-Fli inh = 4
  ERAP1 HTS inh = -1
  S100A4 inh HTS = 0
  LGR2 antag = 6

The list goes on:
SMILES,PAX8 reporter,PGC1a acetyl inh,FN deposit inh,PglD inh,EWS-Fli inh,ERAP1 HTS inh,S100A4 inh HTS,LGR2 antag
CC1(C(=O)NS(=O)(=O)c2ccccc2OC(F)(F)F)CCN1C(=O)c1ccccc1 (centres undefined),-1,-39,13,1,-15,-3,-5,-11
COc1ccc(NS(=O)(=O)c2cccc(C(=O)N3CCCCCCC3)c2)cc1,25,·,5,1,1,-2,1,-11
COc1ccc(NC(=O)C2CCCN(S(=O)(=O)c3cccnc3)C2)cc1OC (centres undefined),-38,-3,-12,·,7,-2,-2,22
COc1ccc(C2(c3ccc(OC)cc3)NC(=O)N(CC(=O)N(C)c3ccccc3)C2=O)cc1,2,-8,2,4,6,5,-3,-13
CN1CCC(N(C)C(=O)c2cc(=O)c3ccccc3o2)CC1,8,9,-13,·,-12,-1,-3,2
O=C(Nc1cccc(C(=O)N2CCCC2)c1)c1ccccc1,-7,2,5,4,·,0,-1,12
O=C(Nc1cc(Cl)ccc1O)C1CC(c2ccccc2Cl)=NO1 (centres undefined),-6,·,7,-6,-4,1,-3,-25
C[C@H]1CN([C@@H](C)CO)C(=O)c2cc(C#Cc3cccc(F)c3)cnc2O[C@H]1CN(C)CC1CCOCC1,0,-6,·,-1,-5,2,1,-4
Cc1csc(=NC(=O)c2ccccc2)n1CCO,-32,0,-3,-10,·,·,·,·
COC(=O)c1ccc(NC(=O)C(=O)N2CCN(C(=S)Nc3ccc(C)cc3)CC2)cc1,-15,·,5,·,-5,2,-3,·
COCCNCC(=O)Nc1ccc(OC(F)(F)F)cc1,-20,-1,13,6,0,5,-5,2
COc1ccc(CNC(=O)CCc2nnc3ccc(NCCCN4CCCC4=O)nn23)cc1,7,10,-9,-2,-5,-6,4,16
COc1ccc(-c2nc(CCNC(=O)c3cccs3)cs2)cc1,14,·,-6,-2,-23,5,4,6
C[C@@H](O)C#Cc1ccc([C@H]2[C@@H](CO)N3CCCCN(C(=O)c4cccc(F)c4)C[C@H]23)cc1,-3,-2,·,5,-1,-5,-1,-2
COc1cc(/C=C2/CC(C)OC2=O)c([N+](=O)[O-])cc1OC (centres undefined),-46,0,-1,-6,11,2,-2,5
CC(C)CNc1cccc2c1S(=O)(=O)N[C@H](C)CO2,7,·,-1,·,1,-1,2,-5
Cc1noc(C)c1S(=O)(=O)N(C)C[C@H]1Oc2ccc(NC(=O)Cc3ccccc3)cc2CC(=O)N([C@H](C)CO)C[C@H]1C,-20,0,·,0,-1,·,·,-10
CN1CCN(S(=O)(=O)c2ccc(Sc3nnnn3-c3ccccc3)c([N+](=O)[O-])c2)CC1,9,·,-6,·,-10,-1,-4,·
CCCc1cc(=O)oc2cc(OCC(=O)NCC3CCC(C(=O)O)CC3)ccc12 (centres undefined),·,-4,·,-1,3,-32,-3,12
O=C(O)C[C@H]1CC[C@H](NC(=O)c2ccncc2)[C@H](CO)O1,1,-1,-4,-5,4,-1,-9,17
Cc1[nH]c(=O)[nH]c(=O)c1S(=O)(=O)Nc1ccc(Cl)c([N+](=O)[O-])c1,2,-3,·,6,5,4,-5,5
COc1ccccc1CN1[C@H](CO)[C@@H]2c3ccccc3N(C(=O)C3CCOCC3)C[C@@H]21,-1,4,-5,-2,5,-1,6,6
O=C(c1ccc(F)cc1)N1CC(=O)N2[C@H](C1)[C@@H](c1ccc(-c3ccccc3F)cc1)[C@@H]2CO,·,-1,·,·,·,0,2,19
CC=Cc1ccc2n(c1=O)C[C@@H]1[C@@H](CO)[C@H](C(=O)NC3CCC3)[C@H]2N1S(=O)(=O)c1cn(C)cn1 (mixture of isomers),6,·,·,1,-1,-5,23,15
COc1ccc([N+](=O)[O-])cc1NC(=O)CC(c1ccccc1)c1ccccc1,23,-6,-2,3,16,-2,-8,20

Shown as labelled records: part of the list above
COCCNCC(=O)Nc1ccc(OC(F)(F)F)cc1
  PAX8 reporter = -20
  PGC1a acetyl inh = -1
  FN deposit inh = 13
  PglD inh = 6
  EWS-Fli inh = 0
  ERAP1 HTS inh = 5
  S100A4 inh HTS = -5
  LGR2 antag = 2
COc1ccc(CNC(=O)CCc2nnc3ccc(NCCCN4CCCC4=O)nn23)cc1
  PAX8 reporter = 7
  PGC1a acetyl inh = 10
  FN deposit inh = -9
  PglD inh = -2
  EWS-Fli inh = -5
  ERAP1 HTS inh = -6
  S100A4 inh HTS = 4
  LGR2 antag = 16

Seven entries already listed, ordered by the value under S100A4 inh HTS, rising:
Structure | S100A4 inh HTS
COc1ccc([N+](=O)[O-])cc1NC(=O)CC(c1ccccc1)c1ccccc1 | -8
Cc1[nH]c(=O)[nH]c(=O)c1S(=O)(=O)Nc1ccc(Cl)c([N+](=O)[O-])c1 | -5
CN1CCN(S(=O)(=O)c2ccc(Sc3nnnn3-c3ccccc3)c([N+](=O)[O-])c2)CC1 | -4
COc1ccc(C2(c3ccc(OC)cc3)NC(=O)N(CC(=O)N(C)c3ccccc3)C2=O)cc1 | -3
C[C@H]1CN([C@@H](C)CO)C(=O)c2cc(C#Cc3cccc(F)c3)cnc2O[C@H]1CN(C)CC1CCOCC1 | 1
O=C(c1ccc(F)cc1)N1CC(=O)N2[C@H](C1)[C@@H](c1ccc(-c3ccccc3F)cc1)[C@@H]2CO | 2
COc1ccc(CNC(=O)CCc2nnc3ccc(NCCCN4CCCC4=O)nn23)cc1 | 4
